Screens (PubChem BioAssay)
TexasRed fluor: counter-screen for TRb-SRC2 inhibitors: fluorescence interference; Potency, µM (series often up to 106 µM), inactives show at the top dose fluorescence change, negative = quenching; TRb/SRC2 Texas Red total fluorescence interference; 0.29% of 280,000 active; AID 1479; active = well fitted curve in either direction with a large enough effect; inconclusive = small, poorly fitted or top-dose-only effect; also: potency is read from the fitted curve at half-maximal effect; % is scaled to controls: 0 for no effect and ±100 for the full control effect
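Flags fluorescent or light-absorbing compounds by total fluorescence, S + 2P, at 555 nm excitation and 632 nm emission. Mixture: 20 nM Texas Red SRC2 peptide, 0.6 uM human TRb LBD, 1 uM T3, 5% DMSO; compound exposure 5 h at ambient temperature.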
NPSR antag: neuropeptide S receptor (human) antagonism, cAMP. Potency, µM (top dose mostly 38.3 µM), for inactives: at the top dose activity change, negative = inhibition, hits mostly inhibitors. CHO-NPSR cells, cAMP TR-FRET, antagonist mode. Q6W5P4. 1% of 220,000 active; also: potency is read from the fitted curve at half-maximal effect; % is scaled to controls: 0 for no effect and ±100 for the full control effect; nearly all actives have a fitted effect of over 50% in size; many of its hits are not listed in these tables
Tau fibril FP: blocks human tau fibril formation measured by polarization | K18 P301L tau heparin fibrillization, Alexa594 FP, 6 h | Potency, µM (series often up to 57.7 µM), without a hit: at the highest dose activity, negative = inhibition, hits mostly inhibitors | 0.39% of 280,000 active; also: potency is read from the fitted curve at half-maximal effect; % is scaled to controls: 0 for no effect and ±100 for the full control effect; nearly all actives have a fitted effect of over 55% in size
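Recombinant K18 P301L […], labeled with Alexa 594 at 0.24 uM over 15 uM unlabeled; heparin inducer 20 uM final; 37 C, 6 hr; FP endpoint.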
aGal spleen mod: inhibitors or activators of human alpha-galactosidase in spleen homogenate; P06280; human spleen homogenate, 4MU-alpha-Gal fluorescence, 40 min; Potency, µM (top dose mostly 80 µM), for inactives: at the top dose activity change, negative = inhibition, hits mostly inhibitors; 0.008% of 240,000 active;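 also: potency is read from the fitted curve at half-maximal effect; 0% = enzyme with vehicle and -100% = no enzyme basal signal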
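Spleen homogenate 1 ug + cpd (titration) + 4-MU-alpha-D-galactopyranoside 1 mM; 37C 40 min; 50 mM citrate/phosphate pH 5.0, 0.01% Tween-20; stop pH 10; fluorescence 365/440; AC50 via Hill.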
Epigenetic derep: epigenetic control regulation, reporter derepression. 0.2% of 280,000 active. AID 1865. murine LDR cells, GFP reporter derepression, 30 h. Potency, µM (highest dose often 53.9 µM), for inactives: top-dose GFP activation, usual class: activators; also: potency is read from the fitted curve at half-maximal effect; % of control where 0% means no effect; nearly all actives have a fitted effect of over 60% in size
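Derepression of a silenced CMV-GFP reporter in murine LDR cells is scored by enumerating GFP-positive cells with a laser-scanning microplate cytometer after 30 hours of treatment at 37 C.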
CBFb-RUNX1 inh: inhibitors of human CBF-beta and RUNX1 interaction; AlphaScreen CBFb-His/RUNX1-biotin binding, biochemical; Potency, µM (series often up to 59.8 µM), without a hit: at the top dose activity, negative = inhibition, hits mostly inhibitors; 230,000 tested, under 10 active; AID 1477; also: % of control where 0% means no effect
Target sequence (Q01196 whole entry, looked up): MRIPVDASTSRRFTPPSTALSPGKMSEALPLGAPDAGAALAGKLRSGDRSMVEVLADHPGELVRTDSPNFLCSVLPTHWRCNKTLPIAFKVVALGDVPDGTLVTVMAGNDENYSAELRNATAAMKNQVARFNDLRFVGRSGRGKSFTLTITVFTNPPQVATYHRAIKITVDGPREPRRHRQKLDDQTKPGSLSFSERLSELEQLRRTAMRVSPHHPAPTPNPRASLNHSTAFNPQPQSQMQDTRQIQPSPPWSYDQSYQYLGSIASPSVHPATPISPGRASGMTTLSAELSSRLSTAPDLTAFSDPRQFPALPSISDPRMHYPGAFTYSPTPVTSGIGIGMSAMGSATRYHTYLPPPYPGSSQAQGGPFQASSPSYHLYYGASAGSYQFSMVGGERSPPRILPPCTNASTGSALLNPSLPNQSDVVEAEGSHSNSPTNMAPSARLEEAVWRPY
Target sequence (Q13951 whole entry, looked up): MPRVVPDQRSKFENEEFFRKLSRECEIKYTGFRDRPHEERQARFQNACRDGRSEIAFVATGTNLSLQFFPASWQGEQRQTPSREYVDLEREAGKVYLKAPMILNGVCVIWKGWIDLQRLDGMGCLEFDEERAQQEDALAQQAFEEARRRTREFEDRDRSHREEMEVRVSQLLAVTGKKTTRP
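Interaction loss through any mechanism counts as activity. Pre-formed complex of His-CBF-beta and biotin-RUNX1 (30 nM apiece) is incubated with compound 15 min, then with 50 ng nickel and 50 ng streptavidin beads for 90 min before AlphaScreen detection.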
TRb SRC2 PPI: TRbeta-SRC2 interaction inhibition; TRbeta-SRC2 peptide binding, fluorescence polarization; receptor liganded with 1 µM T3; P10828; 0.065% of 280,000 active; AID 1469; Potency, µM (series often up to 106 µM), for inactives: at the highest dose activity change, negative = inhibition, usual class: inhibitors;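 also: potency is read from the fitted curve at half-maximal effect; plate controls were bound peptide for no effect and peptide without receptor for full effect; nearly all actives have a fitted effect of over 50% in size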
Target sequence (P10828 whole entry, looked up): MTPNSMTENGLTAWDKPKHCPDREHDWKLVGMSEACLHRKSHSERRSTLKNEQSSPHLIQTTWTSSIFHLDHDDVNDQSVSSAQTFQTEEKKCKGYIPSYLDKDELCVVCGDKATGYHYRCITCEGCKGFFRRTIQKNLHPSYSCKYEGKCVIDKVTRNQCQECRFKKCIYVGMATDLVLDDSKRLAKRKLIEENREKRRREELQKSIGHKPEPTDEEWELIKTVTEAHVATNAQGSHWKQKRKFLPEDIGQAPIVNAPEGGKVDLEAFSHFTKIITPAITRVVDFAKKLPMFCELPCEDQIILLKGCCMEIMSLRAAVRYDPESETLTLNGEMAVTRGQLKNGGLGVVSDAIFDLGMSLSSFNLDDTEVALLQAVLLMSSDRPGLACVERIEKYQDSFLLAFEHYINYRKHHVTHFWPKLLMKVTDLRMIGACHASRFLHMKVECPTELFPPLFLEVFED
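Fluorescence polarization of 20 nM Texas Red SRC2 peptide with 0.6 uM human TRb ligand-binding domain, in Tris buffer with 1uM T3 and 5% DMSO. Incubated 5 hr ambient; normalized to unbound and bound controls.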
Tau fluor cs: counter-screen for tau fibril formation inhibitors; tau K18 P301L (four-repeat tau fragment) Alexa594 fluorescence, heparin fibrillization; Potency, µM (top dose mostly 57.7 µM), for the others: at the top dose activity change, negative = decrease; 0.93% of 280,000 active; also: potency is read from the fitted curve at half-maximal effect; % is scaled to controls: 0 for no effect and ±100 for the full control effect; nearly all actives have a fitted effect of over 55% in size
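Human K18 P301L tau (15 uM unlabeled plus 0.24 uM Alexa 594-labeled, final) in 100 mM sodium acetate pH 7 was mixed with compound and 20 uM heparin and incubated 6 hr at 37 C.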
Starred values were filed as active, the others as inactive; ? = inconclusive; nt = no result given; & = joins results of further samples; [ ] = remark or other dose. Unless noted, calls follow the shape of the dose curve; as a rule, active = well fitted curve in the direction sought with a large enough effect; inconclusive = small, poorly fitted or top-dose-only effect, or another doubt; inactive = no such curve, though single readings can be large; an effect the other way counts as inactive or inconclusive.

The line under a structure holds: TexasRed fluor	NPSR antag	Tau fibril FP	aGal spleen mod	Epigenetic derep	CBFb-RUNX1 inh	TRb SRC2 PPI	Tau fluor cs
N#C/C(=C/c1ccc(-c2ccc(C(=O)O)c(Cl)c2)o1)C(=O)NCC1CCCO1 (stereo not given)
 : -2%	-29%	5%	1%	-1.9%	9%	3%	0%
COc1ccc(OC)c(-n2c(SCC(=O)Nc3cc(C)on3)nnc2-c2c[nH]c3ccccc23)c1
 : -4%	-30%[46.1 µM]	4%	2%	0.6%	-9%	7%	?
Cc1cccc(NC(=O)CCc2ccc(C)o2)c1
 : -1%	2%[46.1 µM]	-1%	7%	-1.0%	-1%	5%	-14%
Cc1cc(C(=O)Nc2ccccn2)cs1
 : -1%	?	-11%	-13%	0.0%	8%	-13%	-8%
O=C(O/N=C1\CCS(=O)(=O)c2sccc21)c1ccc(F)cc1
 : 1%	1%	-14%	3%	-0.5%	9%	6%	-4%
COCCCNc1nc2c(c(=O)n(C)c(=O)n2C)n1Cc1cccc(OC)c1
 : -5%	-1%[46.1 µM]	-2%	1%	3.5%	1%	-10%	-8%
O=C(Nc1ccc(Cl)cc1)N1CCC(CN2CCCCCC2)CC1
 : -5%	nt	-6%	nt	0.0%	nt	-9%	-9%
NC[C@](O)(CS(=O)(=O)O)c1ccc(Cl)cc1
 : -4%	nt	3%	4%	1.0%	-2%[21.7 µM]	0%	2%
CNC(=O)COC(=O)/C=C/c1ccco1
 : -2%	1%	-7%	10%	1.1%	0%	3%	1%
O=C(NCCc1csc(-c2cccc(F)c2)n1)C(=O)Nc1cc(F)ccc1F
 : -5%	nt	-9%	nt	-1.7%	nt	-1%	-7%
CCOC(=O)c1[nH]cnc1C(=O)Nc1cccc(Cl)c1
 : -5%	6%	7%	5%	0.0%	-3%	-7%	0%
COc1ccccc1NC(=O)Cn1c(=O)n(-c2ccc(C)cc2)c(=O)c2c1cnn2C
 : -2%	nt	-6%	nt	4.0%	nt	-8%	-9%
O=C(CSc1nc(-c2ccccc2)cs1)NCCN1C(=O)CSC1=O
 : -1%	2%	1%	5%	-0.6%	-8%	0%	-3%
O=C(O)Cc1sc(Nc2ccc(C(=O)O)cc2)nc1-c1ccccc1
 : -2%	nt	-2%	nt	-1.1%	nt	0%	-14%
CN(C)C(=O)c1nc2ccc(Cl)cn2c1CNCc1cccc(OC(F)(F)F)c1
 : -1%	-8%	-3%	3%	3.9%	7%	7%	-15%
COc1ccc(CCNC(=O)CCc2cn(Cc3ccc(C)cc3)c3ccccc23)c(OC)c1OC
 : -1%	nt	?	nt	0.8%	nt	-5%	-12%
O=C(O)/C=C/C(=O)Nc1ccc(C(=O)c2ccccc2)cc1
 : -3%	4%	?	4%	0.0%	3%	3%	-6%
CCOC(=O)Cn1cc(/C=N/N2C(=O)C3C4C=CC(C4)C3C2=O)c2ccccc21 (stereo not given)
 : 2%	3%	12%	-7%	5.9%	1%	-4%	15%
CCc1ccc(CNC(=O)C2CCC(=O)N2C2CCCCC2)cc1 (stereo not given)
 : 0%	-4%[46.1 µM]	-6%	1%	-4.7%	1%	5%	-11%
Cc1cccc(C)c1NC(=O)CCCCCC1NC(=O)NC1C (stereo not given)
 : -2%	18%	-8%	4%	1.4%	?	4%	-5%
Cc1cccc(C(=O)n2nc(-c3cccnc3)nc2NCc2ccc(F)cc2)c1
 : -23%	nt	-3%	nt	-1.0%	nt	-1%	?
CCc1ccc(C2CC(=O)Oc3c2c(=O)n(C)c2ccccc32)cc1 (stereo not given)
 : -2%	nt	-3%	nt	4.3%	nt	2%	-14%
CC1CCN(CC(O)COC2CC(C)CCC2C(C)C)CC1 (stereo not given)
 : -2%	1%	8%	-6%	-0.9%	4%	-1%	-3%
CC[C@H](C)[C@H](N)C(=O)N[C@@H](CC(N)=O)C(=O)N1CCC[C@H]1C(=O)N[C@H](C(=O)N[C@@H](Cc1ccc(O)cc1)C(=O)N[C@@H](CCCN=C(N)N)C(=O)N[C@@H](CC(C)C)C(=O)N[C@@H](CCCN=C(N)N)C(=O)N[C@@H](Cc1ccc(O)cc1)C(N)=O)[C@@H](C)CC
 : 0%	nt	nt	4%	nt	?	7%	nt
CC1(C)Cc2c(sc3ncnc(NNC(=S)NCc4ccccc4)c23)CO1
 : 0%	-30%	7%	0%	-3.2%	-14%	-5%	?
O=C(Cn1cc2c(n1)CCCC2)NCc1cccnc1
 : -4%	6%	1%	-6%	-1.0%	-2%	1%	-3%
Cc1cc([N+](=O)[O-])cc(/C=N\NC(=O)C2COc3ccccc3O2)c1O (stereo not given)
 : -2%	6%	9%	3%	2.5%	nt	-3%	?
Cc1[nH]c(=O)[nH]c(=O)c1Cc1cccc2ccccc12
 : -1%	19%	3%	5%	-3.4%	-5%	3%	3%
COc1ccc(/C=N/N=C/c2ccc(OC)c(O)c2)cc1O
 : -6%	3%[46.1 µM]	-5%	-9%	0.9%	1%	-1%	-16%
O=C(Nc1ccc2oc(-c3ccc4ccccc4c3)nc2c1)c1ccc(Cl)c(Cl)c1
 : 5%	nt	?	nt	-0.8%	nt	3%	-18%

Reformatted: entries from further up.
| Compound | TexasRed fluor | NPSR antag | Tau fibril FP | aGal spleen mod | Epigenetic derep | CBFb-RUNX1 inh | TRb SRC2 PPI | Tau fluor cs |
| --- | --- | --- | --- | --- | --- | --- | --- | --- |
| Cc1cc(C(=O)Nc2ccccn2)cs1 | -1% | ? | -11% | -13% | 0.0% | 8% | -13% | -8% |
| N#C/C(=C/c1ccc(-c2ccc(C(=O)O)c(Cl)c2)o1)C(=O)NCC1CCCO1 (stereo not given) | -2% | -29% | 5% | 1% | -1.9% | 9% | 3% | 0% |

Next part:
The line under a structure holds: TexasRed fluor	NPSR antag	Tau fibril FP	aGal spleen mod	Epigenetic derep	CBFb-RUNX1 inh	TRb SRC2 PPI	Tau fluor cs
CC(O)CNCc1cccc2ccccc12 (stereo not given)
 : -2%	13%[46.1 µM]	2%	3%	-2.3%	23%	1%	1%
Cc1ccccc1NC(=O)CNc1ccc(Cl)c(C(F)(F)F)c1
 : 0%	4%[46.1 µM]	3%	2%	-0.9%	-5%	1%	?
COC(=O)[C@@H]1C[C@@]2(O)[C@@H](O)[C@@H](O)[C@@H](O)C[C@H]2N1CC(c1ccccc1)c1ccccc1
 : 1%&-2%	21%	9%&4%	-14%&11%	-1.2%&-0.4%	-4%&3%	4%&9%	10%&8%
Cc1c(CC(=O)O)c(=O)oc2cc(OCc3nn[nH]n3)ccc12
 : 2%	11%[46.1 µM]	2%	14%	0.2%	4%	7%	-6%
OCCCCNCc1ccc(OCc2ccccc2Cl)cc1
 : -3%	19%[46.1 µM]	-5%	-25%	-2.1%	-5%	7%	-4%
CC1CCN(S(=O)(=O)c2ccc(C(=O)NCc3cccnc3)cc2)CC1
 : -3%	10%	-1%	7%	-1.4%	7%	-4%	-3%
CSc1ccc(C2C3(C#N)C(N)=NC4(OCCO4)C23C#N)cc1 (stereo not given)
 : -2%	0%[46.1 µM]	0%	7%	-1.1%	2%	2%	-10%
O=C(COC(=O)C1CC1)Nc1ccccc1Sc1ccccc1
 : -1%	8%	6%	1%	1.1%	18%	3%	-1%
CN1CCC(N(C)C(=S)NCCc2ccccc2)CC1
 : -3%	16%	-3%	3%	2.0%	4%	1%	-4%
CCOC(=O)C1CCCN(C(=O)c2ccc(-n3ccc4ccccc43)s2)C1 (stereo not given)
 : 0%	nt	17%	nt	-2.6%	nt	3%	-6%
Cc1cc(C)n2c(SCC(=O)Nc3ccccc3)nnc2n1
 : -4%	-4%[46.1 µM]	-3%	7%	-0.2%	3%	-4%	-9%
CCOC(=O)c1cnc(SCC(=O)N2CCN(c3ccccc3)CC2)nc1N
 : -1%	-10%[46.1 µM]	12%	-1%	-1.0%	16%	-3%	2%
O=C(COC(=O)CNC(=O)c1ccccc1F)NCCC1=CCCCC1
 : 3%	17%	1%	-2%	-1.1%	1%	1%	-1%
CCn1c(N2CCC(C)CC2)nc2c1c(=O)n(C)c(=O)n2C
 : -4%	-11%[46.1 µM]	10%	-2%	-0.2%	-1%	-5%	-9%
O=C(CSCc1ccccc1)NCc1ccc2c(c1)OCO2
 : 1%	-14%[46.1 µM]	?	0%	-4.6%	0%	6%	-14%
CCOC(=O)C1=C(C)NC(=O)NC1/C(C)=C/c1ccccc1 (stereo not given)
 : -3%	-13%[46.1 µM]	-2%	-9%	0.0%	-2%	0%	-2%
COc1cc(NC(=O)Cc2cccs2)cc(OC)c1
 : 1%	-2%[46.1 µM]	-5%	0%	-1.1%	7%	3%	-6%
COc1ccccc1NC(=S)N(Cc1ccccc1)Cc1cccnc1
 : 1%	-24%	-1%	2%	6.9%	-2%	-2%	-11%
COc1cc(Cl)ccc1NC(=S)N(CCN1CCOCC1)C1CCN(C(C)=O)CC1
 : -2%	6%	3%	3%	0.0%	-2%	8%	-4%
CCCCOc1ccc(C(=O)NC(=S)Nc2ccc(CN3CCOCC3)cc2)cc1
 : -1%	7%	1%	0%	-5.0%	-2%	4%	-2%
Fc1ccc(-n2cc(-c3ccccc3)c3c(N4CCOCC4)ncnc32)cc1
 : -2%	-54%	-5%	-1%	-1.1%	17%	-1%	-16%
CCCn1c(C)cc(C(=O)COC(=O)c2cc(S(=O)(=O)NCC(C)C)c(Cl)cc2Cl)c1C
 : 0%	?	1%	-1%	-7.1%	-4%	2%	-20%
COc1ccc(CN2C(=O)C(C)S/C2=N/N=C/c2ccco2)cc1 (stereo not given)
 : -1%	-10%	4%	-2%	-1.0%	0%	-7%	-22%
CC(C)NC(=S)N1CCN(S(C)(=O)=O)CC1
 : -2%	12%	2%	-2%	2.0%	-4%	4%	-5%
CCN(CC)CCCNC(=O)Cn1ncc2c3ccccc3n(Cc3ccccc3)c2c1=O
 : -1%	nt	0%	nt	2.0%	nt	5%	-5%
CCCc1cc(=O)[nH]c(SCc2ccccc2Cl)n1
 : 3%	3%[46.1 µM]	-5%	4%	-3.0%	0%	-3%	-20%
CC(=O)Nc1ccc(-n2c(CCC(=O)O)ccc2-c2ccc(Br)cc2)cc1
 : -2%	nt	-1%	nt	-0.9%	nt	2%	-20%
O=C(O/N=C\c1ccc(N2CCCCC2)c([N+](=O)[O-])c1)c1c(F)cccc1F
 : 1%	-19%[46.1 µM]	4%	8%	-2.2%	?	0%	-28%

This is a subset; the hit share may differ from the screen's.
